# EPAC1 antagonist = EPAC1 (human) antagonism; O95398; EPAC1 GEF assay, Rap1b-BODIPY-GDP exchange fluorescence; Potency, µM (series often up to 115 µM), inactives show top-dose activity change, negative = inhibition, hits mostly inhibitors; actives 0.14% (n = 360,000);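 also: potency is read from the fitted curve at half-maximal effect; plate controls were vehicle for no effect and positive control for full effect; nearly all actives have a fitted effect of over 50% in size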
# EPAC1 ag = agonists of human EPAC1; O95398; Potency, µM (highest dose often 154 µM), inactives show at the top dose activation, actives largely listed as activators; EPAC1 agonist qHTS, biochemical assay; response scale: 100% = response to 6.5 mM cAMP; actives 0.073% (n = 360,000); also: potency is read from the fitted curve at half-maximal effect; nearly all actives have a fitted effect of over 60% in size
#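 Normalized to 6.5 mM cAMP, activity reflects EPAC1-catalysed release of BODIPY-GDP from Rap1B, followed kinetically over 30 min at 480 nm excitation, 540 nm emission. Reaction contained 100 nM EPAC1, 250 nM Rap1B-BODIPY-GDP, 50 uM GDP.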
# PI5P4K alpha inh = blocks human PI5P4K alpha kinase activity | P48426 | PI5P4Kalpha enzyme, ADP-Glo luminescence, 60 min; active compounds read low | max response, % | actives 1.2% (n = 330,000); active = max response of -50% or lower; inconclusive = between -30% and -50%; inactive = -30% or higher; also: value at the top dose of about 77 µM; % is scaled to controls: 0 for no effect and ±100 for the full control effect
# Target sequence (P48426 whole entry, looked up): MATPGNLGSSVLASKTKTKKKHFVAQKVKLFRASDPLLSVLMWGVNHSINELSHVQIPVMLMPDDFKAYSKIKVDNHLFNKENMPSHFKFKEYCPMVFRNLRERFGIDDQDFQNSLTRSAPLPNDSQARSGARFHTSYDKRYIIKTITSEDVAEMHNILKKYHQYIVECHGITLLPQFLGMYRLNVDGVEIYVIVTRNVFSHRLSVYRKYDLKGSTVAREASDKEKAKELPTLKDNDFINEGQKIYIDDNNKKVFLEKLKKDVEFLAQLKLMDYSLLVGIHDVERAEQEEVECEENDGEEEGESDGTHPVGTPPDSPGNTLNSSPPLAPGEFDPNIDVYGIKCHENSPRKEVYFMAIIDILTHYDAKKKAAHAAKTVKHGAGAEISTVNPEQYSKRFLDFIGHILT
#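 Single end-point luminescence (ADP-Glo) quantified ADP from PI5P4Kalpha turnover; ATP 5 microM final, 1 h at RT, 0.1% CHAPS and 0.28 mM EGTA in HEPES pH 7.4.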
# PLK1 PBD block = blocks phosphopeptide binding to human PLK1 polo-box domain; P53350; Plk1 PBD binding of FITC phosphopeptide, fluorescence polarization; Potency, µM, without a hit: max response, negative = inhibition, actives largely listed as inhibitors; actives 2.8% (n = 360,000); AID 720504; also: potency is read from the fitted curve at half-maximal effect; series mostly up to about 57 µM; % is scaled to controls: 0 for no effect and ±100 for the full control effect; nearly all actives have a fitted effect of over 65% in size
# Target sequence (P53350 whole entry, looked up, the tested form may be a part): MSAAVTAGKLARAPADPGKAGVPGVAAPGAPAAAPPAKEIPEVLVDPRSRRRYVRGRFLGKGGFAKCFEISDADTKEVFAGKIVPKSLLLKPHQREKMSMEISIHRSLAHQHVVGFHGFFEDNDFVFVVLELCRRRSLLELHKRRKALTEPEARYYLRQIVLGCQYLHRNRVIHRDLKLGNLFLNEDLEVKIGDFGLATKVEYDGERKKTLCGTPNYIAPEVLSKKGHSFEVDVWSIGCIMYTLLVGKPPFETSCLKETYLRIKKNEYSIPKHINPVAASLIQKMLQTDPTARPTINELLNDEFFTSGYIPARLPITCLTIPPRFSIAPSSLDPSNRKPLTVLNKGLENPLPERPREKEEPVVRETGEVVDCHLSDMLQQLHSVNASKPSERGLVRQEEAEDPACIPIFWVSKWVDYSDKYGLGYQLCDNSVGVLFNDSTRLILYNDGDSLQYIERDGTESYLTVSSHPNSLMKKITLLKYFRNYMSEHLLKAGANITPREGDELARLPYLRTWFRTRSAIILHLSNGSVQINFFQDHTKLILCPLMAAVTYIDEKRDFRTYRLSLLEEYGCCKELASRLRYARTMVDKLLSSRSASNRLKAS
# FUS yeast rescue = rescues growth of FUS-expressing yeast; S. cerevisiae FUS-expressing, growth rescue, OD600, 24 h; Potency, µM (highest dose often 76.6 µM), inactives show at the top dose growth rescue (activation), actives largely listed as activators; actives 0.24% (n = 390,000); AID 1347120;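 also: potency is read from the fitted curve at half-maximal effect; plate controls were DMSO vehicle for no effect and reference control for full effect; nearly all actives have a fitted effect of over 55% in size; some results filed as inactive show a strong effect at the top dose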
#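 Galactose (2%) drives FUS expression in yeast precultured in raffinose; seeding density OD 0.005. Test compounds incubated 24hr at 30C and 99% humidity before absorbance at 600 nm was measured.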
# Abeta yeast res = compounds reversing amyloid beta toxicity in yeast. actives 0.063% (n = 410,000). yeast expressing A-beta42, growth rescue, OD600, 48 h; response scale: 0% DMSO, 100% iron-clioquinol control. Potency, µM (titrated, usually from 46.1 µM), for inactives: at the highest dose growth rescue, hits mostly activators. AID 1347071; also: potency is read from the fitted curve at half-maximal effect; nearly all actives have a fitted effect of over 55% in size
#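 Yeast A-beta toxicity model in growth medium with pinned compounds, 48 h at 30 C; growth read as absorbance at 600 nm. Normalized to FeCl3/clioquinol equimolar mix (positive) and DMSO (negative).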
# WRN helicase inh = inhibitors of human WRN helicase; WRN helicase unwinding, fluorescent forked duplex, kinetic; Potency, µM (top dose mostly 114 µM), for the others: at the top dose activity change, negative = inhibition, most hits filed as inhibitors; actives 0.46% (n = 360,000); AID 651768; also: potency is read from the fitted curve at half-maximal effect; % is scaled to controls: 0 for no effect and ±100 for the full control effect; nearly all actives have a fitted effect of over 55% in size
#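 Kinetic fluorescence helicase assay: unwinding of a quenched forked DNA duplex (100 nM final) with 2 mM ATP final raises red fluorescence (525/598 nm). Compounds sat 15 min at room temperature with 20 nM WRN beforehand.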
# IL-2 act = IL-2 activation; IL-2 activation reporter assay, cell-based qHTS; stimulated with anti-CD3/CD4/CD28 beads; in transgenic mouse T cells; activation, % (series mostly up to about 46 µM); actives 0.065% (n = 360,000); in the data active = activation above about 50%; inconclusive = mostly about 30% to 49%; also: 0% is about no effect
#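 Readout: EGFP and DsRed signals by fluorescent plate cytometry. Unstimulated transgenic mouse T cells received compound 60 min before antibody-bead stimulation, then incubated 18 h at 37 degrees C.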
# * marks the source's active call; other numbers are inactive results; u = inconclusive; x = not tested or not shown; [ ] = dose if it differs, or a comment. Unless noted, calls follow the shape of the dose curve; as a rule, active = well fitted curve in the direction sought with a large enough effect; inconclusive = small, poorly fitted or top-dose-only effect, or another doubt; inactive = no such curve, though single readings can be large; an effect the other way counts as inactive or inconclusive.
SMILES,EPAC1 antagonist,EPAC1 ag,PI5P4K alpha inh,PLK1 PBD block,FUS yeast rescue,Abeta yeast res,WRN helicase inh,IL-2 act
CCOC(=O)c1ccc2nc(C)c3c(c2c1)OC(C)C3 (stereo unspecified),1%,-5%,-1,-2%,-7%,7%,1%,0.2
O=C(NCC1CCCO1)c1ccccc1-c1nc(-c2ccc(Cl)cc2)no1 (stereo unspecified),12%,8%,x,-5%,9%,-1%,-2%,1.1
CC1CC(C)CN(C(=O)c2ccc(NS(=O)(=O)c3ccc4[nH]c(=O)[nH]c4c3)cc2)C1 (stereo unspecified),1%,3%,2,-1%,7%,14%,-8%,0.2
Cc1cc(Br)cn2c(Cc3ccccc3C(F)(F)F)c(-c3ccc(Cl)cc3)nc12,-9%,-5%,-1,3%,-17%,8%,3%,-0.3
Cc1ccc(NS(=O)(=O)c2ccc(/C=C/C(=O)O)cc2)cc1Cl,3%,6%,-10,-16%,-16%,11%,-19%,-0.3
CCNC(=S)N1CCN(c2nc(-c3ccc(F)cc3)cs2)CC1,13%,7%,14,-20%,5%,2%,-1%,-0.7
CC1CCN(C(=S)Nc2ccc(F)cc2)CC1,u,-12%,-12,-9%,x,-11%,-26%,-3.9
CC(=O)Nc1ccc(N2C(=O)CSC2c2ccccc2[N+](=O)[O-])cc1 (stereo unspecified),4%,0%,-12,u,1%,10%,3%,-0.6
N#C/C(=C\c1ccc(O)c(O)c1)C(=O)c1ccc(O)c(O)c1,u,-24%,-60*,14%,2%,-4%,0.17µM*,-0.2
COCCn1c(SCC(=O)Nc2cc(C)on2)nc2c(c1=O)SC(C)C2 (stereo unspecified),4%,-1%,2,-3%,11%,-1%,-1%,-2.7
CC1(C)Cc2c(sc3c2c(=O)n(-c2cccc(Cl)c2)c(=O)n3CC(N)=O)CO1,-8%,12%,-1,-3%,-1%,6%,-2%,-0.5
CCN(c1ccccc1)S(=O)(=O)c1ccc(C(=O)Nc2ccc(C)cn2)cc1,4%,4%,-7,1%,10%,3%,-7%,-1.5
COc1cc(C(=O)O)cc(NC(=O)c2ccco2)c1OC,6%,2%,-6,1%,5%,2%,-17%,5.3
COc1cc(C2C3=C(COC3=O)OC(C)(C)Oc3cc4c(cc32)OCO4)cc(OC)c1OC (stereo unspecified),10%,-2%,1,6%,x,11%,-6%,-3.7
COc1cc(OC)c2c(-c3cccc(-c4ccc(O)cc4)c3)cc(=O)oc2c1,-9%,13%,1,-2%,u,-5%,-10%,-0.6
O=C1C2CCCN2C(=S)N1C1CCCCC1 (stereo unspecified),0%,3%,1,0%,-15%,3%,-6%,-1.1
CS(=O)(=O)c1ccc(Cl)c(S(=O)(=O)NCc2ccccc2)c1,3%,4%,x,-9%,-14%,-3%,-4%,-0.2
CCCCCCn1cc(CN2CC(N3CCN(C)CC3)CS2(=O)=O)nn1 (stereo unspecified),4%,-34%[inhibitor],1,-6%,-5%,-4%,-5%,-0.4
CN(C(=O)COC(=O)c1ccc([N+](=O)[O-])cc1)c1ccccc1,10%,1%,0,-8%,7%,1%,5%,-2.0
COc1ccc(OC)c(S(=O)(=O)N2CCC(C(=O)NCc3ccncc3)CC2)c1,12%,1%,-5,-4%,3%,-11%,7%,0.4
CCc1ccc(C(=O)C(C)OC(=O)C2COc3ccccc3O2)cc1 (stereo unspecified),1%,13%,6,1%,13%,-16%,0%,-1.8
OCc1ccccc1-c1cnc2cccnn12,9%,-17%,2,4%,-6%,-10%,7%,-0.4
NC(=O)C1CCN(C(=O)c2cc(Cl)c3c(c2)OCCO3)CC1,1%,8%,0,-5%,x,-11%,-2%,-0.4
Cc1ccccc1Cn1cc(NC(=O)c2cc3nc(-c4ccco4)cc(C(F)(F)F)n3n2)cn1,-4%,-8%,-11,1%,33%,10%,7%,1.5
Cn1c(SCC(=O)NC2CCCCCC2)nnc1-c1ccco1,14%,-8%,1,-5%,-14%,6%,6%,-5.2
SMILES,EPAC1 antagonist,EPAC1 ag,PI5P4K alpha inh,PLK1 PBD block,FUS yeast rescue,Abeta yeast res,WRN helicase inh,IL-2 act
CC(=O)NC(=S)Nc1ccc(NC(=O)c2cccnc2Cl)cc1,-3%,-2%,1,-4%,-4%,0%,u,0.9
CC(=O)/C(=C/Nc1ccc(Oc2ccccc2)cc1)c1ccccc1,-11%,-7%,11,-9%,x,2%,-36%,-4.6
CCN1CC(CNCc2cn(-c3ccc(OC)cc3)nc2-c2ccccc2Cl)CC1=O (stereo unspecified),-23%,8%,10,-16%,27%,-9%,1%,-2.7
CCn1c(SCC(=O)c2ccccc2)nc2ccccc2c1=O,-20%,23%,1,0%,14%,-6%,-35%[57.1 µM],-2.1
CCc1nnc(NC(=O)CSc2nnc3c(C)cc4c(C)ccc(C)c4n23)s1,-10%,7%,2,2%,3%,30%,-14%,-0.6
NC(=O)c1cccc2c3c([nH]c12)CCCC3,16%,9%,45,-14%,12%,-2%,4%,-0.4
O=C(NCc1ccncc1)/C(=C\c1ccc(F)cc1)NC(=O)c1ccccc1,-5%,2%,-2,5%,-13%,1%,-1%,0.1
O=C/C(=C\Nc1ccc(C(=O)N2CCOCC2)cc1)c1nc2ccccc2o1,16%,3%,-6,-2%,-6%,-4%,-7%,0.6
O=C(Cc1csc(-c2ccc(F)cc2)n1)Nc1cccc(S(=O)(=O)NC2=NCCC2)c1,12%,-8%,u,-16%,14%,-3%,-4%,-0.7
C[C@H]1CN([C@@H](C)CO)C(=O)CCCn2nncc2CO[C@@H]1CN(C)C(=O)Nc1ccc(N2CCCCC2)cc1,7%,-3%,-1,-10%,-18%,3%,6%,0.6
CCCS(=O)(=O)N1CCN(C(=O)c2cccnc2)CC1,-1%,-4%,-2,-1%,-2%,15%,8%,-0.2
COc1ccc(Nc2ncnc3sc(C)cc23)cc1,-22%,-12%,-30,-3%,-19%,-19%,-7%,-1.1
O=C(Cc1ccccc1)Nc1ccc(NC(=O)Cc2ccccc2)c(Cl)c1,-9%,3%,3,-7%,9%,-6%,-32%,0.1
COc1cccc(NC(=O)COC(=O)c2nc(Cl)ccc2Cl)c1,-8%,6%,2,-6%,5%,11%,-7%,0.9
CN(CC(=O)Nc1nc2ccccc2s1)S(=O)(=O)c1ccc(Br)cc1,-6%,u,x,-2%,15%,-4%,-16%,-1.7
O=C(CNS(=O)(=O)c1ccccc1)NCc1cccnc1,-2%,5%,0,-17%,2%,-2%,-6%,-3.8
CC(C)NC(=O)C(=O)Nc1cc2c3c(c1)C(C)C(=O)N3CCC2 (stereo unspecified),17%,2%,-1,-9%,21%,2%,3%[57.1 µM],-2.1
Cc1onc(C(=O)N2CCC(Cc3ccccc3)CC2)c1[N+](=O)[O-],1%,-6%,-4,-4%,17%,6%,-7%,-4.1
COc1cc(NC(=O)c2ccco2)c(OC)cc1NC(=O)Nc1ccc(Cl)cc1,4%,0%,x,-5%,8%,-11%,-1%,-0.8
C(=N\n1cnnc1)/C1CCCCC1,-7%,-2%,5,-6%,-13%,12%,2%,1.0
CN(C)C(=O)CC12CC3CC(C1)CC(CC(=O)N(C)C)(C3)C2,-1%,6%,4,-2%,13%,-13%,-6%,7.5
CC(=O)Nc1ccccc1NS(=O)(=O)c1ccc(Cl)cc1,10%,4%,x,1%,13%,18%,-2%,-1.4
C=C(C)C(=O)Oc1ccc(N=Nc2ccc(C)cc2)ccc1=O,u,-5%,-12,21µM*,37%,-35%[inhibitor],40µM*,-1.1
CC(=O)N1N=C(c2c(-c3ccccc3)c3cc(C)ccc3[nH]c2=O)CC1c1ccco1 (stereo unspecified),-8%,-3%,-5,-4%,30%,-4%,7%,-1.6
O=C(c1ccc2ncsc2c1)N1CCN(c2nc3ccccc3s2)CC1,1%,5%,-7,2%,21%,-3%,-6%,0.1
C/C(=C\c1ccccc1F)C1Nc2cccc3cccc(c23)N1,8%,4%,x,x,-3%,-12%,x,0.5
COc1ccc(OC)c(C(=O)CSc2nnc(-c3cccs3)o2)c1,0%,-7%,x,2%,0%,5%,-10%,0.3
Cc1ccc(S(=O)(=O)N(C)C)cc1NC(=O)COC(=O)/C=C/c1ccc2c(c1)OCO2,-1%,-4%,0,-14%,-1%,1%,-7%,-3.7
CCOC(=O)C1=C(O)/C(=C\c2cccc(OC)c2)N=C1C,0%,15%,x,-7%,0%,-10%,-7%,0.0
Clc1ccc2c(c1)Nc1ccccc1CC2,-17%,22%,17,-5%,3%,-1%,-34%,0.9

# Ten structures out of the list, sorted by length of the SMILES, ascending.
SMILES,EPAC1 antagonist,EPAC1 ag,PI5P4K alpha inh,PLK1 PBD block,FUS yeast rescue,Abeta yeast res,WRN helicase inh,IL-2 act
C(=N\n1cnnc1)/C1CCCCC1,-7%,-2%,5,-6%,-13%,12%,2%,1.0
COc1ccc(Nc2ncnc3sc(C)cc23)cc1,-22%,-12%,-30,-3%,-19%,-19%,-7%,-1.1
CCn1c(SCC(=O)c2ccccc2)nc2ccccc2c1=O,-20%,23%,1,0%,14%,-6%,-35%[57.1 µM],-2.1
C/C(=C\c1ccccc1F)C1Nc2cccc3cccc(c23)N1,8%,4%,x,x,-3%,-12%,x,0.5
COc1cccc(NC(=O)COC(=O)c2nc(Cl)ccc2Cl)c1,-8%,6%,2,-6%,5%,11%,-7%,0.9
COc1ccc(OC)c(C(=O)CSc2nnc(-c3cccs3)o2)c1,0%,-7%,x,2%,0%,5%,-10%,0.3
O=C(c1ccc2ncsc2c1)N1CCN(c2nc3ccccc3s2)CC1,1%,5%,-7,2%,21%,-3%,-6%,0.1
O=C(Cc1ccccc1)Nc1ccc(NC(=O)Cc2ccccc2)c(Cl)c1,-9%,3%,3,-7%,9%,-6%,-32%,0.1
Cc1onc(C(=O)N2CCC(Cc3ccccc3)CC2)c1[N+](=O)[O-],1%,-6%,-4,-4%,17%,6%,-7%,-4.1
CCc1nnc(NC(=O)CSc2nnc3c(C)cc4c(C)ccc(C)c4n23)s1,-10%,7%,2,2%,3%,30%,-14%,-0.6
